hcDAF12 agonist – activators of H. contortus DAF-12 nuclear receptor | 370,000 tested, 1.4% active | AID 652067 | activation, % at 6.8 µM | HEK293 hcDAF-12 lit1-tk-luc reporter, luminescence; 0% DMSO, 100% Δ7-dafachronic acid;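 active means activation above the mean of all tested compounds plus 3 SD, cut at about 5.5% in these data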;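 further: 100% = response to 3 µM Δ7-dafachronic acid high control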
SMARCA2 act – SMARCA2 function activation, primary screen. MG213 cells, MMTV-luciferase reporter, dexamethasone, overnight. AID 652017. 370,000 tested, 1% active. activation, % at 9.1 µM; in the data active means activation above about 7.8%;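 further: 0% = vehicle wells and 100% = reference activator wells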
DAX1 inh-1 – inhibits human nuclear receptor DAX1; P51843; HEK293 Gal4-DAX1 luciferase reporter, luminescence; inhibition, % at 6.75 µM; 340,000 tested, 0.99% active; AID 504766;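 active means inhibition above the mean over all tested compounds plus 3 SD, cut at about 4.2% in these data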;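 further: 0% = DAX1-transfected cells with DMSO and 100% = empty-vector control cells with DMSO; inhibition shows as a rise in luminescence from relieved DAX1 repression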
MBD2 DNA inh – inhibitors of human MBD2 binding to methylated oligonucleotide. Q9UBB5. TR-FRET. inhibition, % at 4.4 µM. 370,000 tested, 0.31% active; in the data active means inhibition above about 13%
Target sequence (Q9UBB5 whole entry, looked up): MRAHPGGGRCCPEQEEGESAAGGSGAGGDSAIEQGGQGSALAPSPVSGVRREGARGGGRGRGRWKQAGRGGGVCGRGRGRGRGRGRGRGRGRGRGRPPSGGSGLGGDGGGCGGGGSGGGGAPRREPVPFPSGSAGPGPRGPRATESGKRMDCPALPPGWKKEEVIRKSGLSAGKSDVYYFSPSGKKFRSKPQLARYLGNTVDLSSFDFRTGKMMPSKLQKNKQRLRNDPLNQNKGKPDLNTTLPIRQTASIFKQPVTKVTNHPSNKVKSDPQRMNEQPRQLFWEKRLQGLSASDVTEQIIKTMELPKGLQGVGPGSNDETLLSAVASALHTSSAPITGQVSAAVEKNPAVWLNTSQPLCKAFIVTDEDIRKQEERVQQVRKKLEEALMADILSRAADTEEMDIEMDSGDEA
DAX1 inh-2 – blocks DAX1 repression of SF-1 activated StAR promoter; AID 652010; 370,000 tested, 1.1% active; HEK293T StAR-luciferase reporter, SF-1/DAX-1 repression relief; inhibition, % at 6.8 µM;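 active means inhibition above the mean over all tested compounds plus 3 SD, cut at about 3.6% in these data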;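 further: 0% = DAX-1 cells with DMSO and 100% = cells lacking DAX-1 with DMSO; higher inhibition means more luminescence from relief of DAX-1 repression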
PLC-beta3 inh – inhibitors of human phospholipase C beta3; Purified PLC-beta3, fluorogenic substrate, fluorescence; 370,000 tested, 0.18% active; Q01970; inhibition, % at 12.2 µM; in the data active means inhibition above about 11%;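 further: 0% = median of compound wells on plate and 100% = full blocker control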
hgDAF12 agonist – agonists of H. glycines DAF-12 nuclear receptor; 370,000 tested, 1.8% active; HEK293 GAL4-hgDAF12 UAS-luciferase reporter, agonist luminescence; normalized to butyrate control; activation, % at 6.8 µM; AID 687014;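 active means activation above a cutoff set at the mean of all screened compounds plus 3 SD, cut at about 10% in these data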;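 further: 0% = DMSO wells and 100% = sodium butyrate wells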
PLC-gamma1 inh – PLC-gamma1 (human) inhibition, primary screen; inhibition, % at 12.2 µM; AID 720700; purified PLC-gamma1, fluorogenic substrate, fluorescence; 370,000 tested, 0.84% active; P19174; in the data active means inhibition above about 9.5%
ssDAF12 agonist – activators of S. stercoralis DAF-12 nuclear receptor; HEK293 ssDAF-12/GRIP1 lit1-tk-luc reporter, luminescence; % of 3 µM dafachronic acid response; activation, % at 6.8 µM; 370,000 tested, 1% active;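 active means activation above the mean over all tested compounds plus 3 SD, cut at about 0.9% in these data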;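 further: 0% = DMSO-only wells and 100% = 3 µM delta7-dafachronic acid wells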
NR1D1 modulator – modulators of human Rev-erb alpha DNA binding; activity, % at 10 µM; P20393; Rev-erbα–FITC-DNA binding, fluorescence polarization, 90 min; AID 1259318; 370,000 tested, 0.79% active;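 active means activity above about 14%, limit read from the data; passing the limit was not always enough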;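 further: 0% = DMSO wells with 35 nM protein and 100% = DMSO wells with 750 nM protein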
Target sequence (P20393 whole entry, looked up): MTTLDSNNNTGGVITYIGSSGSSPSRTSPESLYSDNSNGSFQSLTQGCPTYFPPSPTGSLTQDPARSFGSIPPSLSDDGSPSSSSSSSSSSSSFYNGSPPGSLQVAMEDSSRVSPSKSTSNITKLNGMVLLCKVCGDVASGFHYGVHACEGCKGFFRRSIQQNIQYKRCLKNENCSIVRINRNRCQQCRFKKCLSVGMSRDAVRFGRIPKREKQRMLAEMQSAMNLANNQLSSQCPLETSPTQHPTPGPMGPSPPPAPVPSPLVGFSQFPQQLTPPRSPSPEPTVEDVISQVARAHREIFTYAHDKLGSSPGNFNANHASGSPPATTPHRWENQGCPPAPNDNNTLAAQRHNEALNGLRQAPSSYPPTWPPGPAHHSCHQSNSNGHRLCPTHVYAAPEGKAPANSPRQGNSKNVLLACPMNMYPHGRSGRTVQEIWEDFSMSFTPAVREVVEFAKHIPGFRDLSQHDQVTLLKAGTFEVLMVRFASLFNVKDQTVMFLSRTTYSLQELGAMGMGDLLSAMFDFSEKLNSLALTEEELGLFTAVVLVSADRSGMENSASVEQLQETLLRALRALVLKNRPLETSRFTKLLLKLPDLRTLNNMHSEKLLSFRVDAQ
ADAM17 inh – inhibitors of human ADAM17; AID 720648; recombinant ADAM17, EDANS/DABCYL FRET peptide cleavage; P78536; 370,000 tested, 0.83% active; inhibition, % at 6.95 µM;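 active means inhibition above the mean of compounds lying between control limits plus 3 SD, set per campaign, cut at about 8.5% in these data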;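 further: 0% = DMSO-only wells as the low control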
* = called active by the depositor; i = inactive; nt = no result given; & = joins results of further samples.

Values run as follows: PLC-gamma1 inh	ssDAF12 agonist	PLC-beta3 inh	NR1D1 modulator	hgDAF12 agonist	SMARCA2 act	DAX1 inh-1	hcDAF12 agonist	MBD2 DNA inh	DAX1 inh-2	ADAM17 inh
CC(C)(C)NC(=O)Nc1ccccc1C(N)=O
    -2	-1.5	-8	0	-2.5	0	2.3	0.0	-5	0.7	3
COc1cccc(NC(=O)Cn2c3ccc(OC)cc3c3nc4n(c(=O)c32)CCS4)c1
    -12	-0.6	-25	19	1.4	2	-0.5	-0.4	1	0.1	-16
Cc1cc(C)c[n+](CC(=O)c2ccccc2)c1
    -2	-0.5	-7	3	0.8	-2	1.7	-1.9	6	-0.1	-3
COc1ccc(-n2c(NNC(C)=O)nc3sc4c(c3c2=O)CCCC4)cc1
    1	-0.2	-2	2	-5.2	0	0.1	0.2	4	-0.7	0
N#Cc1cc(Sc2ccccn2)c([N+](=O)[O-])cc1C#N
    -41	-1.2	-71	-3	0.0	-3	-0.1	0.2	1	0.5	-13
COc1ccc(CC(=O)OCC(=O)N2N=C(c3ccccc3)CC2c2ccc(OC)cc2)cc1 (stereo not drawn)
    -2	-0.2	4	-2	6.9	-1	-0.9	-1.1	-5	-0.6	5
CC(C)N=c1cc2n(-c3ccc(Cl)cc3)c3ccccc3nc-2cc1Nc1ccc(Cl)cc1
    -18	-0.9	-23	5&2	-0.9	-3	-0.4	-1.9	-1	-1.4	-7
CC(C)CNc1ncnc2c1ncn2[C@H]1CN(Cc2ccc(-c3ccccc3)cc2)C[C@@H](CO)O1
    2	-2.2	0	-6	-7.2	-7	nt	-3.9	0	-3.5	2
Cc1ccc(C)c(NC(=O)c2sc(Cl)nc2-c2ccccc2)c1
    -3	-1.5	-6	1	0.0	1	-0.7	-2.0	5	-0.2	0
CCN(CC)S(=O)(=O)c1ccc(C(=O)NC(C)(C)C)cc1
    3	-0.9	3	3	0.0	-3	0.2	-0.5	4	-0.1	-2
CC(C)(C)OC(=O)NCc1ccc(NC(=O)c2nc[nH]c2C(=O)NCCN(CCNC(=O)c2[nH]cnc2C(=O)Nc2ccc(CNC(=O)OC(C)(C)C)cc2)CCNC(=O)c2[nH]cnc2C(=O)Nc2ccc(CNC(=O)OC(C)(C)C)cc2)cc1
    2	-1.1	0	4	0.9	0	2.0	0.6	-5	-0.1	-4
Cc1cc(C=C2C(=O)c3ccccc3C2=O)c(C)n1-c1cccc(C(=O)O)c1
    -62	-2.6	-79	2	-4.7	1	-1.0	-3.1	-4	-1.7	2
CN1/C(=C/C=C(C#N)C#N)C(C)(C)c2ccccc21
    -1	-1.0	-6	15	-0.7	-6	-0.1	0.0	5	-0.3	7
O=S(=O)(Cc1cc(-c2ccc(Cl)cc2)no1)c1ccccc1
    0	-1.0	-1	0	6.8	0	1.1	0.1	1	1.7	-2
CSc1nc(N2CCN(C)CC2)c2c(c1C#N)CC(C)(C)OC2
    1	-1.7	-6	2	0.1	-2	2.3	0.3	2	-0.2	-1
CC(C)C(=O)Nc1cccc(C(=O)Nc2ccc3c(c2)OCO3)c1
    -2	0.3	0	-1	15*	0	-1.1	5.5	6	2.9	-4
COc1ccc(NS(=O)(=O)c2cccc(C(=O)N(C)CC(=O)Nc3ccc(C)cc3)c2)cc1
    -1	-1.5	-5	4	-3.0	-4	-0.3	-1.7	4	-1.5	-1
C=CCNC(=O)/C(C#N)=C/c1ccccc1OCc1ccc(C(=O)OC)cc1
    0	-1.1	0	0	2.8	2	-1.0	2.1	1	-1.2	-2
CC(=O)Nc1ccc(NC(=O)Cc2ccc(S(=O)(=O)N3CCCCC3)s2)cc1
    -5	-1.2	-7	-4	-2.7	-1	0.1	0.3	3	-1.0	2
CCOC(=O)Cn1nc(C)c(NC(=O)c2cccc([N+](=O)[O-])c2)c1C
    2	-1.2	-3	-2	-1.7	0	-0.3	-1.1	4	0.0	-10
COc1cc2nc(CN(C)Cc3ccc(SC)cc3)[nH]c(=O)c2cc1OC
    0	-0.9	-10	-4	1.9	0	2.3	-0.5	-5	-0.9	-1
Cc1cccc(C)c1NC(=O)C1C(c2ccc3c(c2)OCO3)=Nc2ccccc2N1C(=O)c1cccc(C(F)(F)F)c1 (stereo not drawn)
    -97	0.1	-128	-5	3.7	-7	nt	1.5	-3	-1.4	1
O=c1c2ccccc2oc2ccc(C#CC3(O)CCCCC3)cc12
    -50	-1.6	-65	2	-4.9	-2	-2.1	-1.1	2	-0.1	-77
C=CCn1c(SCC(=O)O)nc2sc(CC)cc2c1=O
    1	-0.7	6	-2	-0.4	3	1.7	1.1	-5	0.1	-2
O=c1[nH]c2cccnc2n(CCNc2ncc(C(F)(F)F)cc2Cl)c1=O
    -3	-0.5	-1	-1	0.5	-4	-0.2	-0.9	0	0.3	1
O=C(c1cc(-c2ccccn2)nc2ccc(Cl)cc12)N1CCN(CCc2ccccc2)CC1
    -3	-1.4	-11	-2	-1.8	-3	-0.8	-0.2	5	-0.9	-2
COc1cc(/C=C2\SC(=O)N(CCN)C2=O)ccc1OS(=O)(=O)c1cc(C)ccc1C
    2	-0.8	-11	2	-2.2	-5	0.8	1.8	-2	-0.3	0
CCOc1ccc(NC(=O)CSc2nnc(C)n2Cc2ccccc2)cc1
    -4	-1.0	-8	-2	-2.6	-1	-0.3	-0.8	0	-0.8	-4
COc1cc(O)c(C(CC(=O)N2CCCC(C)C2)c2ccccc2)c(OC)c1 (stereo not drawn)
    -2	-1.3	2	1	2.2	nt	nt	1.1	8	nt	-4
CCOC(=O)C(C)Sc1nnc(-c2c[nH]c3ccccc23)n1C (stereo not drawn)
    6	-1.4	2	4	0.0	0	-0.1	0.8	8	-1.0	-2
O=C(c1ccc2c(c1)OCO2)N(c1ccc(Br)cc1)C1C=CS(=O)(=O)C1 (stereo not drawn)
    -1	-1.0	-10	3	-0.3	-5	-0.5	1.9	0	-1.6	0
CC(C)N(C)S(=O)(=O)c1ccc(NC(=O)C2=COCCO2)cc1
    -4	-0.7	-1	-1	4.8	5	1.6	1.3	-2	0.9	-3
CC(=O)c1ccccc1NC(=O)CSc1n[nH]c(=O)n1C1CC1
    1	0.8	0	2	1.6	-7	2.1	1.6	6	-0.6	0
NS(=O)(=O)c1ccc(-n2ncc3c(=O)[nH]c(SCC(=O)Nc4nccs4)nc32)cc1
    -2	-1.0	1	1	-3.7	0	2.2	0.8	-4	0.7	-2
CN(C)CCn1c(=O)n(Cc2ccco2)c(=O)c2c3c(sc21)CCCCC3
    3	-1.3	6	1	-1.8	6	-0.5	-1.3	1	-0.7	0
NNC(=O)c1sc2cc(C(F)(F)F)cnc2c1-c1cccs1
    -18	-1.2	-17	2	-1.1	-1	nt	0.1	4	-0.7	-2
O=C(C1CCCN1S(=O)(=O)c1ccc(Cl)s1)N1CCN(c2ccccc2)CC1 (stereo not drawn)
    1	-1.1	-1	-3	2.1	-3	nt	-4.2	-3	0.1	4
O=[N+]([O-])c1cccc(/C=N/Nc2nc(N3CCCCC3)nc(N3CCCCC3)n2)c1
    2	-0.7	-3	-3	2.9	6	-1.5	-1.3	1	-0.2	2
CCOCCCNc1nc2c(c(=O)n(C)c(=O)n2C)n1CCCc1ccccc1
    2	-1.1	1	-7	-1.6	-2	-1.8	-1.5	-4	0.6	1
COc1cccc(OCCCN2CCC(C(O)(c3ccccc3)c3ccccc3)CC2)c1
    1	-0.5	4	-3	1.7	-2	nt	1.1	0	-0.6	-1
CCCn1c(=O)[nH]c(=O)c2c(C(F)(F)F)cc(-c3ccc(C)cc3)nc21
    -1	-1.6	1	7	-0.6	-1	1.1	0.4	2	-0.2	-5
O=C(c1ccccc1)N(NC(=O)C(O)(c1ccccc1)c1ccccc1)c1cccc(F)c1
    -1	-2.0	-2	-1	5.5	1	2.2	-0.6	3	-1.9	-4
CCOc1cc(S(=O)(=O)NCCCN2CCOCC2)c(C)cc1C
    9	-0.4	-7	2	-2.2	-1	0.6	1.1	8	0.4	-4
COc1ccc(CCn2c(NN=C3CCCC3)nc3c2c(=O)[nH]c(=O)n3C)cc1
    -9	-1.5	-48	-2	0.0	4	1.8	-0.5	3	0.0	-14
CC(C)(C)n1cnc2cc(NC(=O)c3cccs3)ccc21
    4	-1.2	-2	-4	10	6	1.7	2.7	0	5.6*	0
O=C(CN1CCC(O)CC1)N1c2ccccc2C=Cc2ccccc21
    4	-1.3	0	0	0.8	0	-0.8	-1.2	5	0.0	-1
O=C(c1ccc(O)cc1)c1ccc(C(=O)O)c(C(=O)O)c1
    -1	-1.1	-1	-3	0.8	0	3.9	-1.0	-2	-0.5	-1
O=C(NCCC(F)(F)F)C1Cc2c(-c3ccccc3Oc3ccccc3)ccnc2O1 (stereo not drawn)
    1	-1.5	1	3	-2.0	-5	nt	-0.4	0	1.0	0
Cn1c(/C(C#N)=C2/CCCCCN2)nc2ccccc21
    -8	-0.2	-10	1	1.1	4	1.6	2.2	1	-1.0	-8
O=C(O)/C(=C\c1ccco1)NC(=O)c1ccco1
    -6	-0.8	-12	7	-1.2	-1	0.8	-1.5	0	-0.8	-1
COc1ccc(C(NC(=O)c2ccccc2F)NC(=O)c2ccccc2F)cc1
    2	-1.5	1	4	-3.0	-1	1.9	-1.5	-1	-0.1	-4
COc1ccc2c(c1)-c1c(sn(-c3ccc(OC)c(OC)c3)c1=S)C(C)(C)N2
    -1	-0.6	2	0	-0.6	-1	0.1	1.3	-3	0.6	-1
Cn1c(=O)[nH]c(=O)c2c1nc(N1CCOCC1)n2CCc1ccccc1
    0	-0.5	-1	1	5.5	0	-0.3	-0.4	-1	-0.2	-3
O=S1(=O)CC(N2CCCC2)CN1Cc1ccccc1 (stereo not drawn)
    -1	-1.2	3	0	1.2	0	nt	-2.5	4	-0.6	5
N#Cc1ccc(OCC(O)CN2CCN(c3ncc(C(F)(F)F)cc3Cl)CC2)cc1 (stereo not drawn)
    1	-1.7	-4	2	-5.6	-5	-2.7	-4.5	3	-1.1	4
COc1ccc(NC(=O)CSc2nnc(Cn3c(=O)sc4ccccc43)n2C)cc1
    4	-1.4	4	3	-1.6	1	0.1	-1.3	-7	-0.9	1
Cc1cc(Cl)ccc1OCC(=O)NC(=S)Nc1ccccc1N1CCOCC1
    7	-1.2	5	0	-1.8	1	1.3	-1.8	-1	0.2	0
COc1ccccc1-n1c(=S)[nH]c2c(sc(=S)n2-c2ccccc2)c1=O
    2	-1.1	-4	-1	1.3	-4	0.2	-1.6	-6	1.9	2
CCN1CCN(C(=O)C2CCN(S(=O)(=O)c3ccc4c(c3)NC(=O)C(C)S4)CC2)CC1 (stereo not drawn)
    1	-0.9	-5	3	-0.5	-2	0.1	3.3	-3	-0.3	-3
CNc1cncc(-c2cccnc2)n1
    i	-0.5	i	-5	0.4	-5	nt	-0.4	2	1.6	i

Screening data deposited in PubChem BioAssay by several laboratories.
